EBI2 block: blocks human EBI2 receptor beta-arrestin signaling; actives 0.81% (n = 360,000); EBI2 beta-arrestin recruitment, luminescence, 7a,25-OHC stimulated; inhibition, % at 5 µM; AID 651636; P32249; in the data active = inhibition above about 38%;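 note: enzyme fragment complementation signal reports receptor beta-arrestin coupling in cells; 0% = agonist plus DMSO wells and 100% = wells without agonist; some results beyond the cut were filed as inactive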
Target sequence (P32249 whole entry, looked up, the tested form may be a part): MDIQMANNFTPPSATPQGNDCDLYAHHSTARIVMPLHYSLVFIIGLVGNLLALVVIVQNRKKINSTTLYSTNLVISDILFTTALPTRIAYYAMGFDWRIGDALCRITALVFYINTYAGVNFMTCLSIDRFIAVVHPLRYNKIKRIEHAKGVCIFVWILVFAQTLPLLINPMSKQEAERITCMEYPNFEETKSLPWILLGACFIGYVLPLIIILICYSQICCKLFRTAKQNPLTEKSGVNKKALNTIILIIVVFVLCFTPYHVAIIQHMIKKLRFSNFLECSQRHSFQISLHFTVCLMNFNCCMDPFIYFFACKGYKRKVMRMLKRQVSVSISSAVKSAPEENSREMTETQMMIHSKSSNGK
Numbers without * were called inactive.

EBI2 block,Compound
2,CCOC1=C2CN(S(=O)(=O)c3ccc(C)cc3)C(c3ccc(CC)cc3)CC2n2c(=O)n(-c3ccccc3)c(=O)n2C1 (stereo unspecified)
16,COC[C@@H]1CCCN1c1ccc2c(c1)O[C@H](COCc1ccccc1)CN([C@@H](C)c1ccccc1)S2(=O)=O
-6,CCc1nc2c(OCC(=O)C(C)(C)C)cccn2c1N(C=O)Cc1ccccc1
-1,COc1ccc(NC(=O)N[C@H]2CC[C@@H](CC(=O)NC3CCC3)O[C@@H]2CO)cc1
-9,COc1ccc(S(=O)(=O)N2CCCCC2)cc1C(=O)NC1CCS(=O)(=O)C1 (stereo unspecified)
-2,COc1ccc(NC2CCCN(C(=O)c3ccccc3-c3ncc[nH]3)C2)cc1 (stereo unspecified)
7,C=CCN(CC=C)Cc1cc(=O)oc2cc(C)ccc12
1,NC(c1csc(Nc2ccc(C(=O)c3ccccc3)cc2)n1)C1CCCCC1 (stereo unspecified)
-9,COc1cc(NC(=O)Nc2nc(C(N)C3CCCCC3)cs2)cc(OC)c1OC (stereo unspecified)
3,COc1ccc(-c2cc(=O)c3ccc(O)cc3o2)cc1OC
3,CSc1ncccc1C(=O)N1CCCC(Nc2ccc(F)c(F)c2)C1 (stereo unspecified)
-6,CCN1C(=O)[C@H]2[C@@H](c3ccc(OC)cc3)N[C@]3(CCCN(Cc4ccco4)C3=O)[C@H]2C1=O
26,CCOC(=O)[C@]12CCCC=C1N(CCC1=CCCCC1)C(=O)[C@H](CC(=O)NCc1cccc3ccccc13)C2
-3,COc1cc(CNC(=O)Nc2nnc([C@@H]3C[C@H](O)[C@@H](CO)O3)s2)cc(OC)c1OC
-7,O=C1C=C(CCc2ccccc2)CCC1
8,CN1CCC(C)(C(=O)Nc2ccc3c(c2)OCCO3)C1 (stereo unspecified)
-12,COc1cccc(CNC(=O)[C@@H]2CCCN2C(=O)[C@H]2CCCCN2C(=O)c2ccc(Cl)cc2)c1
2,COc1cccc(CNc2nc(NC(C)C)nc3ccsc23)c1
2,CNC(=O)c1ccc(NC(=O)c2ccccc2OCc2c(C)noc2C)cc1
10,Cc1ccc(C2C=CC(C#N)=CN2Cc2ccccc2)cc1 (stereo unspecified)
18,Cc1ccc(S(=O)(=O)Nc2ccc(Nc3nccn4c(-c5ccccc5Oc5ccccc5)cnc34)cc2)cc1
34,CCCCOc1ccc(C(=O)NCC(=O)N2CCN(C/C=C/c3ccccc3)CC2)cc1
5,CCNC(=O)C1(C)CCN(C(=O)c2cc(F)cc(F)c2)C1 (stereo unspecified)
6,Cc1ccc(NC(=O)C2(C)CCN2C(=O)C2CCCCC2)cc1C (stereo unspecified)
15,COC[C@@H]1CCCN1c1ccc2c(c1)O[C@@H](COCc1ccccc1)CN([C@H](C)c1ccccc1)S2(=O)=O
1,O=C(NCC(=O)N1CCN(C(c2ccccc2)c2ccccc2)CC1)c1ccccc1Br
-9,CCCCNC(=O)C[C@@H]1C[C@@]2(C(=O)OCC)CCC=C2N(Cc2ccco2)C1=O
19,COc1cccc(-c2cnc3c(NC=O)cc(-c4ccc(N5CCN(C)CC5)cc4)cn23)c1
39,O=C(NC(c1ccc(F)cc1)c1ccc2ccccc2n1)C1CCN(CCOc2ccc(F)cc2)CC1 (stereo unspecified)
1,CCOC(=O)[C@]12CCCC=C1N(Cc1ccco1)C(=O)[C@H](CC(=O)N1CCCC1)C2
-7,O=C(NC1CCCC1)C1c2ccccc2OCC(=O)N1Cc1ccccn1 (stereo unspecified)
-3,CCS(=O)(=O)N1CCC2(CC1)OCCN2S(=O)(=O)c1ccccc1
1,O=C(COC(=O)c1ccc2c(c1)OCCO2)Nc1ccccc1C(F)(F)F
17,c1ccc(COc2cccc(-c3cc4nc(NCc5cccs5)ccn4n3)c2)cc1
-12,Cc1ccccc1C(=O)Nc1nnc([C@@H]2C[C@H](O)[C@@H](CO)O2)s1
-1,C[C@@H]1CN([C@H](C)CO)C(=O)c2cc(Br)cnc2O[C@@H]1CN(C)C(=O)CC1CC1
30,CCC(c1nnnn1Cc1ccccc1)N1CCN(C/C=C/c2ccccc2)CC1 (stereo unspecified)
4,COc1ccc(S(=O)(=O)N2CC=C(c3ccccc3)CC2)cc1OC
14,COCCNc1nc(Oc2ccc(Cl)c(Cl)c2)c2sccc2n1
-9,Cn1nccc1-c1ccc(C(=O)NCc2ccco2)c2occc12
-19,C[C@H](O)[C@@H]1CN2CCc3c([nH]c4ccccc34)[C@@H]2C[C@@H]1N(C)C(=O)c1ccco1
11,O=C(NCc1ccccc1)C(c1ccc(C(F)(F)F)cc1)n1c(=O)c(-c2ccco2)nc2ccccc21 (stereo unspecified)
-56,Cc1cccc(NC(=O)c2nc[nH]c2C(=O)Nc2cc(Br)ccc2F)c1
-23,CC1(Cc2cc(Cl)ccc2C(F)(F)F)C(=O)Nc2cc(C(F)(F)F)ccc21 (stereo unspecified)
-11,O=C1c2ccccc2S(=O)(=O)c2cc(-c3nn[nH]n3)ccc21
-3,CC1=C(C(=O)N2CCOCC2)CC(CC(=O)NC2CCCC2)C(=O)N1Cc1ccccc1 (stereo unspecified)
-6,COC(=O)C[C@H]1CC[C@H](NC(=O)c2cccc(F)c2)[C@@H](CO)O1
4,COC(=O)[C@@]1(Sc2ccc(C)cc2)CC(=O)N(c2cccc(SC)c2)[C@@H]1c1ccccc1
-7,c1ccc(C2=NC(c3ccccc3)CC2)cc1 (stereo unspecified)
-3,O=c1[nH][nH]c2c1[C@H](c1ccc(Cl)cc1)O[C@H](C1CC1)C2

Carrying on.
EBI2 block,Compound
2,O=C(NN=Cc1ccccc1Cl)c1ccccc1
-6,C[C@@H](NC(=O)c1ncn2c1c(=O)[nH]c1cccnc12)c1ccccc1
0,O[C@H]1C[C@H](c2ccccc2)N(Cc2cccs2)C[C@@H]1n1cc(-c2ccc(F)cc2)nn1
-6,CCCCNc1c(CC(C)C)nc2nc(C)cc(C)n12
-7,CN1CCN(C(=O)C[C@@H]2C[C@H]3c4cc(NC(=O)c5cccnc5)ccc4O[C@H]3[C@H](CO)O2)CC1
-13,O=S1(=O)CC(N2CCCCC2)CN1Cc1cn(Cc2ccc(C(F)(F)F)cc2)nn1 (stereo unspecified)
-15,CCNC(=O)N(C)c1c(CC)nc2ccc(C(=O)Nc3cccc(OCC(=O)N(C)C)c3)cn12
-2,CC(C)(C)c1ccc(S(=O)(=O)NC(=O)C2(C)CCN2C(=O)C2(c3ccc(Cl)cc3)CC2)cc1 (stereo unspecified)
-1,Cc1cn([C@H]2C[C@H](O)[C@@H](/C=C/C(=O)N3CCN(Cc4ccc(F)cc4)CC3)O2)c(=O)[nH]c1=O
-3,Nc1ncnc2c1nc(-c1ccccc1)n2C1OC(CO)C(O)C1O (stereo unspecified)
29,CC1(C(=O)Nc2cnc3ccccc3c2)CCN1Cc1ccccc1OC(F)F (stereo unspecified)
11,COc1ccc(C(C(=O)c2ccccc2)c2ccccc2)cc1 (stereo unspecified)
-3,Cc1cccc(C)c1-n1nnnc1C1(C)CCC(=O)N1CCc1ccc(O)cc1 (stereo unspecified)
5,COc1ccc(Cl)cc1C1=NOC2(CCC2)C(=O)N1Cc1ccc(NC(C)=O)cc1
-20,CCN(CC)C(=O)C1=C(C)N(CCCN2CCCC2=O)C(=O)C(CC(=O)NCCc2ccccn2)C1 (stereo unspecified)
34,Cc1ccc(NC(=O)C2(C)CCN2C(=O)CC(c2ccccc2)c2ccccc2)cc1 (stereo unspecified)
-5,C[C@@H]1CCCCO[C@H](CN(C)C(=O)C2CCCCC2)[C@@H](C)CN([C@H](C)CO)C(=O)c2cc(N(C)C)ccc2O1
3,CC(C(=O)NCc1ccccc1)n1c(Cc2cc(F)cc(F)c2)nc2ccccc21 (stereo unspecified)
28,Cc1ccc(-c2csc(C(O)(c3ccccc3)C(F)(F)F)n2)cc1C (stereo unspecified)
4,CCOC(=O)C[C@@H]1OC2CCCCC2N1S(=O)(=O)c1ccc(C)cc1 (stereo partly specified)
-19,c1cnc(NCCSSCCNc2ncccn2)nc1
9,COc1ccc(NC(=O)c2cccc3c(-c4ccc(O)c(OC)c4)coc23)cc1
24,COc1ccc(OC)c(NC(=O)C2(C)CCN2Cc2ccccc2OC(F)F)c1 (stereo unspecified)
14,c1ccc(OCCNc2ccn3nc(-c4ccccc4)cc3n2)cc1
-9,CC1(C(=O)Nc2ccc3ccccc3c2)CCC(=O)N1CCCn1ccnc1 (stereo unspecified)

Two of the compounds above, as a markdown table:
| Structure | EBI2 block |
| --- | --- |
| COc1ccc(Cl)cc1C1=NOC2(CCC2)C(=O)N1Cc1ccc(NC(C)=O)cc1 | 5 |
| CCN(CC)C(=O)C1=C(C)N(CCCN2CCCC2=O)C(=O)C(CC(=O)NCCc2ccccn2)C1 (stereo unspecified) | -20 |

2 entries drawn at random from the list so far, as already listed:
EBI2 block,Compound
28,Cc1ccc(-c2csc(C(O)(c3ccccc3)C(F)(F)F)n2)cc1C (stereo unspecified)
-3,Cc1cccc(C)c1-n1nnnc1C1(C)CCC(=O)N1CCc1ccc(O)cc1 (stereo unspecified)

A draw from above in order of SMILES length, ascending.
EBI2 block,Compound
2,COc1cccc(CNc2nc(NC(C)C)nc3ccsc23)c1
11,COc1ccc(C(C(=O)c2ccccc2)c2ccccc2)cc1 (stereo unspecified)
4,CCOC(=O)C[C@@H]1OC2CCCCC2N1S(=O)(=O)c1ccc(C)cc1 (stereo partly specified)
-6,COC(=O)C[C@H]1CC[C@H](NC(=O)c2cccc(F)c2)[C@@H](CO)O1
19,COc1cccc(-c2cnc3c(NC=O)cc(-c4ccc(N5CCN(C)CC5)cc4)cn23)c1
11,O=C(NCc1ccccc1)C(c1ccc(C(F)(F)F)cc1)n1c(=O)c(-c2ccco2)nc2ccccc21 (stereo unspecified)

Next part
EBI2 block,Compound
-3,COc1ccc(C(=O)N/C(=C/c2cccs2)C(=O)N2CCN(C)CC2)cc1
-20,COc1cccc(CNc2nc(NCc3ccccc3OC)nc3ccsc23)c1
21,CC(C)CC1C(=O)N(Cc2cn(CCC3OCCO3)nn2)CCS(=O)(=O)N1Cc1ccc(-c2cccc(N(C)C)c2)cc1 (stereo unspecified)
2,COC(=O)[C@@]12C[C@@H](CC(=O)NCCC(C)C)C(=O)N(Cc3ccco3)C1=CCC(C)(C)C2
24,COc1ccc(-c2ccc(C(=O)Nc3cccc(C(C)=O)c3)c3occc23)c(C)c1
-8,Clc1ccc2c(c1)-c1ccccc1C1=NCCN12
-17,CCOC(=O)Cc1ccc(Nc2nc(NC)nc3ccsc23)cc1
-5,CC(Cc1ccccc1)NC(=O)CCNNC(=O)c1ccncc1 (stereo unspecified)
-16,CC(C)(C)Cc1c(-c2ccccc2)nc2ccc(Cl)cn12
-6,CCOc1ccc(-c2cc(C(=O)Nc3ccc(C)c(NS(C)(=O)=O)c3)[nH]n2)c(C)c1
-7,O=C(COC(=O)/C=C/c1ccc(Cl)cc1)NC1CCS(=O)(=O)C1 (stereo unspecified)
1,Cc1c(C(=O)NCc2ccc(F)cc2)sc(=O)n1Cc1ccccc1F
-9,CCOC(=O)[C@]12CCC=C1N(CCC1=CCCCC1)C(=O)[C@H](CC(=O)N1CCSCC1)C2
10,O=C(CCc1nc2ccccc2c(=O)[nH]1)Nc1ccccc1N1CCCCC1
4,COC(=O)[C@@]1(Cc2ccc(F)cc2)[C@H]2c3cc(C(=O)N(C)C)n(Cc4ccc(S(C)(=O)=O)cc4)c3C[C@H]2CN1C(=O)c1ccccc1
1,COc1ccc(C(N)c2csc(NC(=O)Nc3cccc(C(F)(F)F)c3)n2)cc1 (stereo unspecified)
-23,CC1(C(=O)NS(=O)(=O)c2ccccc2Cl)CCN1C(=O)CCc1ccc(Cl)cc1Cl (stereo unspecified)
25,COc1cccc(-c2cnc3c(NC(C)=O)cc(-c4ccsc4)cn23)c1
-3,CC(O)(c1cccnc1)c1nc(/C=C/c2ccccc2)cs1 (stereo unspecified)
0,CC(C)OCCc1cccc[n+]1[O-]
1,CCOCCC(=O)Nc1ccc2c(c1)c(=O)n(C)n2-c1ccc2ccccc2c1
11,O=C(C(=O)N1CCC(c2ccccc2)CC1)c1ccccc1
16,CCOC(=O)Cc1c(-c2cccc(Cl)c2)nc2c3ccccc3ccn12
-9,O=c1cc(O)cc2n1CCC2
2,C=CCNc1ncnc2c1ncn2[C@H]1CN(Cc2ccc3c(c2)OCO3)C[C@@H](CO)O1
-5,CCOC(=O)c1c(C)cc2c(CO)n[nH]c(=O)c2c1C
11,COc1ccc(NC(=O)C(c2ccccc2)n2c(=O)c(-c3ccco3)nc3ccccc32)cc1 (stereo unspecified)
19,CCCCNC(=O)C1(C)CCCCN1Cc1ccccc1-c1ccccc1 (stereo unspecified)
6,CCNC(=O)C1(C)CCN(Cc2cccc(Oc3ccccc3)c2)C1 (stereo unspecified)
3,COc1ccc(NC(=O)C2(C)CCN2C(=O)CC2CCCC2)cc1OC (stereo unspecified)
-2,COC(=O)c1ccc(CNC(=O)CN2C(=O)NC(Cc3ccccc3)(c3ccccc3)C2=O)cc1 (stereo unspecified)
-3,O=[N+]([O-])c1ccc(-c2csc(COc3ccccc3)n2)cc1
-6,Cc1cc(OCC(=O)Nc2nccs2)c2c(C)c(C)c(=O)oc2c1
-21,O=C(O)c1ccccc1C(=O)OCC1CCC(=NO)CC1 (stereo unspecified)
-13,O=C(O)CN1C(=O)C2C3CCC(C3)C2C1=O (stereo unspecified)
-6,CN1CCCC1(C)C(=O)NCc1ccc(F)cc1Cl (stereo unspecified)
-12,OC[C@@H]1CN(Cc2ccncc2)C[C@H](n2cnc3c(NC4CCCC4)ncnc32)O1
0,Cc1ccc2nc(-c3ccccc3)c(Cc3ccccc3C(F)(F)F)n2c1
-10,Cc1cc2nc(-c3cccc(Cl)c3)c(CC3CCCCC3)n2c(C)c1Br

Single entries from above:
COc1ccc(NC(=O)C(c2ccccc2)n2c(=O)c(-c3ccco3)nc3ccccc32)cc1 (stereo unspecified) | EBI2 block = 11
OC[C@@H]1CN(Cc2ccncc2)C[C@H](n2cnc3c(NC4CCCC4)ncnc32)O1 | EBI2 block = -12

Assay outcomes as filed in PubChem BioAssay.

Only part of the results is shown. The share of hits here may be higher or lower than overall.
